EPAC1 ag – agonists of human EPAC1; O95398; AID 720707; actives 0.073% (n = 360,000); EPAC1 agonist qHTS, biochemical assay; response scale: 100% = response to 6.5 mM cAMP; Potency, µM (titrated, usually from 154 µM), for the others: top-dose activation, usual class: activators; also: potency is read from the fitted curve at half-maximal effect; nearly all actives have a fitted effect of over 60% in size
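Multi-concentration qHTS readout: loss of Rap1B-bound BODIPY-GDP fluorescence driven by 100 nM EPAC1 with excess GDP (50 uM), monitored kinetically at room temperature; agonist response expressed relative to 6.5 mM cAMP.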
GLP1R ag – activates the human GLP-1 receptor. Potency, µM (titrated, usually from 45.6 µM), inactives show at the top dose activation, actives largely listed as activators. AID 624172. HEK293 GLP-1R CRE-luciferase, luminescence, 4-6 h; cells express a hypersensitive GLP-1R form. actives 0.007% (n = 380,000). P43220; also: potency is read from the fitted curve at half-maximal effect; % of control where 0% means no effect
Target sequence (P43220 whole entry, looked up): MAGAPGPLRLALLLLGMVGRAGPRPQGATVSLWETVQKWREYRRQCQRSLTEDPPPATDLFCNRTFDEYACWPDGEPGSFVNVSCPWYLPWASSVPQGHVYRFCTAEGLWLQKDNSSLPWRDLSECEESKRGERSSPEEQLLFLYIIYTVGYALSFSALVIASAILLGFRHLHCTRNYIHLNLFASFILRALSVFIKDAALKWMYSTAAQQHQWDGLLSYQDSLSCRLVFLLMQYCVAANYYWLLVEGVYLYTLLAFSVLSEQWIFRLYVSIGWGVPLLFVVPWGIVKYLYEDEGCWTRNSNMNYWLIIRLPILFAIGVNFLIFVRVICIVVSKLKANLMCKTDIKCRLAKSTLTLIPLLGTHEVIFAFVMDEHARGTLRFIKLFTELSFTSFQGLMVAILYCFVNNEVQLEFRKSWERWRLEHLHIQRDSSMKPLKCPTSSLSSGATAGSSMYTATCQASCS
EPAC1 antag – EPAC1 (human) antagonism; Potency, µM (titrated, usually from 115 µM), without a hit: top-dose activity change, negative = inhibition, usual class: inhibitors; O95398; EPAC1 GEF assay, Rap1b-BODIPY-GDP exchange fluorescence; AID 720709; actives 0.14% (n = 360,000);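 also: potency is read from the fitted curve at half-maximal effect; plate controls were vehicle for no effect and positive control for full effect; nearly all actives have a fitted effect of over 50% in size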
PI5P4Ka inh – blocks human PI5P4K alpha kinase activity. P48426. PI5P4Kalpha enzyme, ADP-Glo luminescence, 60 min; active compounds read low. max response, %. actives 1.2% (n = 330,000). AID 652105; active = max response of -50% or lower; inconclusive = between -30% and -50%; inactive = -30% or higher; also: value at the top dose of about 77 µM; % is scaled to controls: 0 for no effect and ±100 for the full control effect
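qHTS, 1536-well: enzyme/substrate mix, compound by pin tool, 5 microM ATP final; RT 60 min; ADP-Glo reagents 1 (45 min) then 2 (30 min); luminescence.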
HEK293 tox – cytotoxic in the GLP-1 receptor inverse agonist counter-screen; actives 0.13% (n = 410,000); HEK293 cAMP-luciferase reporter cells, luminescence, 24 h; Potency, µM (doses to about 38.3 µM), inactives show at the top dose activity change, negative = inhibition, usual class: inhibitors;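 also: loss of luciferase light is scored as toxicity; potency is read from the fitted curve at half-maximal effect; % is scaled to controls: 0 for no effect and ±100 for the full control effect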
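A 23 nL compound transfer followed 12 hours of cell culture at 37 deg C; exposure then lasted 24 hr. Luciferase assay detection reagent was dispensed and plates read for luminescence after a 12 min room-temperature wait.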
GLP1R inv ag – GLP-1 receptor (human) inverse agonism; AID 624417; HEK293 GLP-1R CRE-luciferase, luminescence, 24 h; GLP-1R form is constitutively active; Potency, µM (doses to about 38.3 µM), for inactives: top-dose activity change, negative = inhibition, most hits filed as inhibitors; actives 1.6% (n = 410,000); P43220; also: potency is read from the fitted curve at half-maximal effect; % is scaled to controls: 0 for no effect and ±100 for the full control effect; nearly all actives have a fitted effect of over 55% in size
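Cells are plated, allowed 12 hours at 37 deg C, then treated with compounds for 24 hr before luciferase detection reagent is added and luminescence is read after 12 min at room temperature. The HEK293 line carries constitutively active GLP-1R with a cAMP-responsive reporter.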
IL2 activator – activates IL-2 in a cell-based reporter assay; IL-2 activation reporter assay, cell-based qHTS; stimulated with anti-CD3/CD4/CD28 beads; in transgenic mouse T cells; activation, % (series mostly up to about 46 µM); actives 0.065% (n = 360,000); in the data active = activation above about 50%; inconclusive = mostly about 30% to 49%; also: 0% is about no effect
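Unstimulated transgenic mouse T cells preincubated 60 min with compound, then stimulated with anti-CD3/anti-CD4-coated beads plus anti-CD28 for 18 h at 37 degrees C. IL-2 response read as EGFP and DsRed fluorescence by plate cytometry.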
PTHR1 ag – agonists of human PTHR1 parathyroid hormone receptor; Q03431; actives 0.075% (n = 410,000); HEK293 GP2 PTHR1 cells, GloSensor cAMP luminescence, 1 h; Potency, µM (highest dose often 115 µM), inactives show top-dose activation, actives largely listed as activators; AID 743266; also: potency is read from the fitted curve at half-maximal effect; nearly all actives have a fitted effect of over 55% in size; some results filed as inactive show a strong effect at the top dose; inactives centre near -15; many of its hits are not listed in these tables
Target sequence (Q03431 whole entry, looked up): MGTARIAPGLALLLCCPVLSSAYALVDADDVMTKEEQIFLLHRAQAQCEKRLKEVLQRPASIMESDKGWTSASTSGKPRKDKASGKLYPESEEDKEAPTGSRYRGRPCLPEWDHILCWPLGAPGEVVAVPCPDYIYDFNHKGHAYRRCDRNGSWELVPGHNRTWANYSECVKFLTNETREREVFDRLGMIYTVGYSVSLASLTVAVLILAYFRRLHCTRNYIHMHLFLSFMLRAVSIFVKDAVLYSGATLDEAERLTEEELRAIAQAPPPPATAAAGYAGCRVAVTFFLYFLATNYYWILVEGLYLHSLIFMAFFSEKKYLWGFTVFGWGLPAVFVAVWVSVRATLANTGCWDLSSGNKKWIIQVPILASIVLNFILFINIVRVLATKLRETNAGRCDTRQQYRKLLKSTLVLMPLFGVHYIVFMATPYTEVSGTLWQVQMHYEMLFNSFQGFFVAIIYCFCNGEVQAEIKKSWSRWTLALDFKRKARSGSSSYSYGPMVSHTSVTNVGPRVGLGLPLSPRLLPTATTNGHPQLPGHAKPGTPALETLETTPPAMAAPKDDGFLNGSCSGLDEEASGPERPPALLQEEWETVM
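HEK-293-derived GP2 cells expressing PTHR1 and a GloSensor cAMP reporter, 3,000/well, plated overnight, given luciferin plus IBMX (each 0.5 mM as added) for 1 h at 37 °C, then compound for 1 h at 37 °C. Luminescence was read after 15 min at room temperature.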
PLK1 PBD inh – inhibitors of human PLK1 polo-box domain binding; P53350; Plk1 PBD binding of FITC phosphopeptide, fluorescence polarization; Potency, µM, for the others: max response, negative = inhibition, hits mostly inhibitors; actives 2.8% (n = 360,000); AID 720504; also: potency is read from the fitted curve at half-maximal effect; series mostly up to about 57 µM; % is scaled to controls: 0 for no effect and ±100 for the full control effect; nearly all actives have a fitted effect of over 65% in size
* marks the source's active call; other numbers are inactive results; i = inactive; ? = inconclusive; · = not tested or not shown; & = joins results of further samples; [ ] = remark or other dose. Unless noted, calls follow the shape of the dose curve; as a rule, active = well fitted curve in the direction sought with a large enough effect; inconclusive = small, poorly fitted or top-dose-only effect, or another doubt; inactive = no such curve, though single readings can be large; an effect the other way counts as inactive or inconclusive. The list is partial; count on the stated rates, not on these rows.

SMILES	EPAC1 ag	GLP1R ag	EPAC1 antag	PI5P4Ka inh	HEK293 tox	GLP1R inv ag	IL2 activator	PTHR1 ag	PLK1 PBD inh
N#CCC(=O)NNc1c([N+](=O)[O-])cc(C(F)(F)F)cc1[N+](=O)[O-]	-1%	-1%	-7%	-18	-19%	-17%	-4.7	-11%	-10%
CCCNC(=S)Nc1c(C)n(C)n(-c2ccccc2)c1=O	-12%	-1%	-14%	1	-1%	16%	1.3	-7%	?
CCOC(=O)N1CCN(C(=O)CN(c2ccc3c(c2)OCO3)S(C)(=O)=O)CC1	3%	5%	-24%	·	2%	-11%	0.6	i	-6%
COc1ccc(S(=O)(=O)NC(CCSC)C(=O)NC2CCCCC2)cc1 (stereo not given)	-47%[inhibitor]	2%	50µM*	-8	1%	11%	-0.2	i	-5%
C[C@H](NC(=O)NCc1cccs1)C(=O)O	-4%	-5%	10%	·	-22%	2%	-1.9	i	-5%
CCC/C(O)=C1\C(=O)CCCC1=NCCCCCC(=O)O	4%	-8%	9%	-1	15%	-2%	-0.2	i	-3%
CC(=O)Nc1cccc(-c2csc(NCc3ccccc3)n2)c1	12%	5%	-2%	-6	-3%	6%	1.1	?	-10%
CCC(C)(C(=O)NC1CCCCC1)N(CC1CCCO1)C(=O)CNC(=O)c1ccccc1 (stereo not given)	-7%	2%	8%	7	-13%	4%	-4.1	-22%	-2%
CC(SCc1ccccc1)C(=O)Nc1ccccc1Br (stereo not given)	8%	-7%	-5%	8	4%	?	-2.1	-23%	-20%
CC(=O)Nc1ccc(NC(=O)c2ccc(NS(=O)(=O)c3cc(C(C)(C)C)ccc3C)cc2)cc1	-3%	3%	-17%	0	-7%	-19%	-3.0	-20%	-3%
CCOc1cc(C2NC(=O)NC2=O)ccc1O (stereo not given)	5%	1%	-1%	-9	-4%	13%	-2.2	i	-17%
O=C(c1nc[nH]c1C(=O)N1CCN(c2ccccc2)CC1)N1CCN(c2ccccc2)CC1	2%	3%	0%	-4	-18%	2%	1.5	-17%	-12%
COc1ccc(N2CCN(C(=O)CN3C(=O)COc4ccccc43)CC2)cc1	6%	5%	15%	9	-2%	-34%	-0.3	i	-6%
Cc1ccccc1NC(=O)c1ccc2c(c1)OCCO2	2%	-10%	-4%	-10	-8%	10%	0.4	0%[57.5 µM]	-4%
c1ccc(Nc2nc(N3CCOCC3)nc(N3CCOCC3)n2)cc1	0%	-4%	-5%	-7	14%	?	-3.8	-41%[inhibitor]	4%
Nc1nnc(CC(=O)N/N=C\c2ccc(-c3cccc(Cl)c3)o2)s1	8%	-5%	-2%	-4	-14%	13%	0.2	i	-14%
Cc1ccccc1NC(=S)NNc1ncc(C(F)(F)F)cc1Cl	5%	3%	2%	-6	-11%	-20%	-2.2	-15%	-25%
COc1cccc(C(C)N(C)Cc2nc(COc3ccccc3)no2)c1 (stereo not given)	9%	10%	-18%	1	6%	10µM*	-0.5	-30%[inhibitor]	-14%
C[N+]1([O-])[C@@H]2Cc3cc4c(cc3[C@@H]1Cc1cc3c(cc12)OCO3)OCO4 (stereo not given in full)	0%	-1%	-6%	-3	5%	15%	0.5	i	-9%
O=C(NCc1ccncc1)c1cc(S(=O)(=O)N2CCOCC2)c(Cl)cc1Cl	10%	-8%	13%	6	1%	-11%	1.3	i	-2%
C=CCn1c(-c2ccoc2C)n[nH]c1=S	13%	-7%	3%	·	3%	13%	-2.9	-12%[57.5 µM]	-10%
Cc1ccnc(NS(=O)(=O)c2ccc(NC(=O)c3ccc(S(=O)(=O)N4CC(C)OC(C)C4)cc3)cc2)n1 (stereo not given)	-2%	-3%	-6%	-10	8%	7%	-2.2	-17%	-6%
CCCCn1c(=O)[nH]c(=O)c2c1nc(-c1ccsc1)n2Cc1ccccc1	10%	6%	-1%	-14	-5%	?	-0.6	-23%	-13%
O=C(NNc1ccc([N+](=O)[O-])cc1)C1CC2CCCC(C1)C2=O (stereo not given)	7%	-6%	1%	·	?	-23%	-1.3	-19%	-8%
COc1ccc(C2(C)NC(=O)N(CC(=O)Nc3c(C)n(C)n(-c4ccccc4)c3=O)C2=O)cc1 (stereo not given)	-1%	8%	14%	-3	8%	21%	4.9	i	2%
CCCCn1c(NCc2ccc(OC)cc2O)nc2ccccc21	-9%	1%	12%	1	0%&-1%	?	-2.9	-14%&-30%	1%
CCC1SC2=NCCN2C1(O)c1ccc(Cl)cc1 (stereo not given)	-6%	-3%	7%	·	-19%	-11%	-0.6	-14%	1%
O=C(COC(=O)c1ccc2c(c1)S(=O)(=O)N=C1CCCCCN12)NCc1cccs1	-9%	4%	-12%	-3	3%	11%	-1.9	i	4%
CC1(c2nnc(-c3ccc(F)cc3)o2)CC(c2c(Cl)cccc2Cl)=NO1 (stereo not given)	5%	-5%	?	6	1%	?	-0.2	-8%	0%
O=C1CC2c3ccccc3C1C1C(=O)N(Cc3ccccc3)C(=O)C21 (stereo not given)	0%	1%	-10%	4	8%	-15%	-3.7	-9%	-7%
O=C(O)CSc1nnc(-c2cccc(S(=O)(=O)N3CCOCC3)c2)n1-c1ccc(F)cc1	-3%	-6%	-3%	2	-31%	-5%	1.6	i	-3%
Cc1cc(C)nc(N2CCC(C(=O)NCc3ccco3)CC2)n1	-1%	-9%	6%	·	-6%	7%	0.5	i	-1%
Cc1cc(=O)oc2cc(NC(=O)Cc3ccccc3[N+](=O)[O-])ccc12	-4%	-2%	-11%	2	-27%	9%	-0.4	i	0%
Cc1cc(C(=O)CSc2ccc(Cl)cc2)cc(C)c1OC(=S)N(C)C	5%	5%	-20%	18	62%	?	0.1	-30%[57.5 µM]	-21%
OCc1nc2c(ccc3ccccc32)[nH]1	-9%	-1%	5%	3	4%	53%[activator]	-2.3	-14%	-3%
CCOc1cc(/C=C2/C(=O)ON=C2C)ccc1OCc1ccccc1	-5%	15%	-14%	-1	-2%	-2%	0.0	-26%	1.5µM*
Cn1nc(C(C)(C)C)cc1NC(=O)C1(C)CCN1C(=O)c1ccccc1CCc1ccccc1 (stereo not given)	-8%	11%	-13%	7	-15%	?	-0.6	i	-8%
COc1ccc(-c2coc3cc(OC)cc(OC)c3c2=O)cc1	-17%	0%	6%	-2	3%	12%	0.2	-37%[inhibitor]	-5%
CCCCn1c(-c2ccc([N+](=O)[O-])cc2)n[nH]c1=S	-2%	-1%	-17%	-14	4%	-5%	0.7	i	-11%
COc1cccc(C(=O)NNC(=O)c2ccccc2Br)c1	0%	14%	-2%	·	7%	0%	-4.6	-47%[inhibitor]	-9%
CC(C)(C)c1cc(NC(=O)NN2CCOCC2)nn1-c1c(Cl)cc(Cl)cc1Cl	-3%	-5%	-25%	4	-7%	?	2.8	i	-14%
COc1ccc(OCC(=O)N2N=C(C(F)F)CC2(O)C(F)F)cc1 (stereo not given)	1%	14%	-18%	1	73%[activator]	-1%	-0.6	-1%	-17%
Cc1noc(C)c1CCC(=O)NC1CCCN(Cc2ccc(Cl)cc2)C1 (stereo not given)	-1%	-6%	-21%	-1	-2%	-5%	-1.9	-12%	-12%
COc1ccc(-c2[nH]ncc2CN(C)Cc2cnccn2)c(OC)c1	-14%	0%	-20%	1	-1%[7.66 µM]	15%[7.66 µM]	-1.1	-4%	-6%
Cc1cccc2cc3c(N)c(C(=O)N4CCOCC4)sc3nc12	-2%	12%	-26%	1	9%	?	-0.8	-25%	-8%
COc1ccc(C2=NS(=O)(=O)N(C)C(C(=O)NCc3ccc4c(c3)OCO4)=C2)cc1	6%	-3%	?	4	-2%	?	-0.2	i	1%
CCC1(C)NC(=O)N(/N=C/c2cc(OC)c(O)c(OC)c2)C1=O (stereo not given)	3%	2%	16%	5	-3%[0.307 µM]	-2%[0.307 µM]	0.6	i	0%
COc1cccc(C(=O)OCC(=O)c2ccc(Br)s2)c1OC	11%	17%	-4%	-13	-2%	-13%	0.0	-16%	-6%
Cc1ccccc1N1CCN(C(=O)C2CCCCC2)CC1	0%	6%	?	6	20%	?	6.2	-26%	-16%
Cc1cc(C)cc(-n2c(SCC(=O)N3CCOCC3)nc3c([nH]c4ccccc43)c2=O)c1	·	-2%	·	·	2%	1%	·	i	·

Random excerpt: two entries already listed.
SMILES	EPAC1 ag	GLP1R ag	EPAC1 antag	PI5P4Ka inh	HEK293 tox	GLP1R inv ag	IL2 activator	PTHR1 ag	PLK1 PBD inh
Cc1cccc2cc3c(N)c(C(=O)N4CCOCC4)sc3nc12	-2%	12%	-26%	1	9%	?	-0.8	-25%	-8%
COc1ccc(C2=NS(=O)(=O)N(C)C(C(=O)NCc3ccc4c(c3)OCO4)=C2)cc1	6%	-3%	?	4	-2%	?	-0.2	i	1%

More records follow:
SMILES	EPAC1 ag	GLP1R ag	EPAC1 antag	PI5P4Ka inh	HEK293 tox	GLP1R inv ag	IL2 activator	PTHR1 ag	PLK1 PBD inh
COc1cc(CC(=O)OCC(=O)c2ccc(F)cc2)cc(OC)c1OC	10%	-11%	-2%	5	-3%	3%	0.4	i	5%
Cc1cccc(N=C2N=C(N)c3ccccc32)c1	0%	19%	-3%	-1	-16%	54%[activator]	-2.3	-4%[57.5 µM]	-6%
CCCCc1c(O)nc2n(c1=O)CCS2	-7%	-1%	13%	·	-2%	-1%	-1.1	-6%[57.5 µM]	-6%
Fc1ccc(CNc2ccc(CNc3ncn[nH]3)cc2)cc1	-1%	0%	20%	9	-4%	11%	-0.3	-32%[inhibitor]	-1%
CC(C)N1C2OC(C3OC4C(O3)N(C(C)C)S(=O)(=O)N4C(C)C)OC2N(C(C)C)S1(=O)=O (stereo not given)	5%	-5%	8%	0	6%	13%	1.1	i	0%
CCOC(=O)C1CN(S(=O)(=O)c2ccc(OC)cc2)c2cc(S(=O)(=O)CC)ccc2O1 (stereo not given)	3%	3%	-1%	·	-9%	1%	-2.2	-5%[57.5 µM]	2%
CCOc1ccc(Nc2nc(NCC(=O)O)nc(N)c2[N+](=O)[O-])cc1	-7%	1%	?	-18	-10%	15%	2.3	-10%	-13%
Cc1ccc(-c2nnc(COC(=O)c3cc(=O)[nH]c4ccccc34)o2)cc1	-6%	0%	-6%	0	6%	13%	0.8	i	1%
